Screens: PubChem, several laboratories
MEKK3 PB1 HTS: modulators of MEKK3-MEK5 PB1 binding, primary screen, biochemical, wildtype MEKK3, multiplex bead flow cytometry, Alexa488-MEK5. Mitogen-activated protein kinase kinase kinase 3 (Homo sapiens), Q99759. bead-based flow cytometry, Alexa488-MEK5 binding to MEKK3; actives lie on both sides; 0 = blocked by unlabeled MEK5, 100 = vehicle. binding response (% of control), % at 10 µM. actives 1.4% (n = 290,000). AID 1529, 2009;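 active = binding response more than 3 SD above or below the average of its plate-row segment, actives on both sides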;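 also: Alexa488 bead fluorescence after subtracting the streptavidin-only scavenger bead signal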
Target sequence (Q99759 whole entry, looked up): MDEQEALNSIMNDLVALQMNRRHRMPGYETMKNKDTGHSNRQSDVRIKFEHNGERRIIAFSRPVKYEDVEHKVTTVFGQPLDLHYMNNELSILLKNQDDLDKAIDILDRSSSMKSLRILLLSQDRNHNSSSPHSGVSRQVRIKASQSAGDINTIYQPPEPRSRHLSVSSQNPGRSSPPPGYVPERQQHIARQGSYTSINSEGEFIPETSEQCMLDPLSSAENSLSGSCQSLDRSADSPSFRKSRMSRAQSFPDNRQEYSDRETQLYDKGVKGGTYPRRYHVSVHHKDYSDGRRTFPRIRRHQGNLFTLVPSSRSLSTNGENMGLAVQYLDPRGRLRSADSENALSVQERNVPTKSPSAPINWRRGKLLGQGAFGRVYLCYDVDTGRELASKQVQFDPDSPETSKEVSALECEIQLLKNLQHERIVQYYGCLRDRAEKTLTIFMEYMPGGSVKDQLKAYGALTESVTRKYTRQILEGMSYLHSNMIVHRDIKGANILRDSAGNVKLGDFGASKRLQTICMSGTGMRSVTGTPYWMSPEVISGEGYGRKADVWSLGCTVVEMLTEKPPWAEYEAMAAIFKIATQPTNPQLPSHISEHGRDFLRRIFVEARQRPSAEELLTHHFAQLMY
CRFBP-R2 block: antagonists of CRF-BP/CRF-R2 complex, primary screen, cell-based, HEK293, calcium dye fluorescence, uHTS | CRF-induced calcium fluorescence | inhibition, % at 11.8 µM | actives 0.59% (n = 350,000) | AID 588475, 2011;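 active = inhibition of the ligand-induced calcium signal above about 50% at the single tested concentration, limit read from the data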
CRFBP-R2 agonist: agonists of CRF-BP/CRF-R2 complex, primary screen, cell-based, HEK293, calcium dye fluorescence, uHTS. CRF-binding protein / CRF receptor 2 complex (human). calcium dye fluorescence (FLIPR); percent of saturating CRF peptide response. activation, % at 13.2 µM. actives 0.46% (n = 350,000);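 active = activation of at least 50%, plus an integration ratio under a set limit after plate pattern correction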;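 also: plate controls were neutral control wells without compound for no effect and CRF at EC100 for full effect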
MEKK2 mut-MEK5: MEK5 binding signal on mutant MEKK2 PB1, primary screen, biochemical, multiplex bead flow cytometry, Alexa488-MEK5; actives 0.35% (n = 290,000); Alexa488-MEK5 binding to MEKK2 mutant; AID 1530, 2009; percent response, % at 10 µM; in the data active = percent response above about 24%, passing the limit was not always enough; also: inactives centre near 1; some results filed as inactive read as strong as hits; reference of the scale not given here
NS3 helicase inh: inhibitors of HCV NS3 helicase, primary screen, biochemical, Cy5 molecular beacon fluorescence | Hepatitis C virus NS3 helicase | NS3 helicase DNA unwinding | inhibition, % at 10.9 µM | actives 0.56% (n = 290,000) | AID 1800, 2009;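 active = inhibition above the mean of all tested compounds plus 3 SD, set per campaign, cut at about 35% in these data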;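 also: 0% = DMSO wells and 100% = thioflavine S control wells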
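Assay system: hepatitis C virus NS3 helicase domain fragment enzyme. Also added: annealed dual-labelled DNA beacon duplex, ATP-started. Timing: 1 h reaction at 25 °C, ATP-initiated. Technique: Cy5 fluorescence at 0 and 60 min, beacon hairpin quenching. Evaluation: % inhibition of unwinding. Replication: one well per compound.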
MEKK2wt PB1 HTS: modulators of MEK5 binding to wildtype MEKK2, primary screen, biochemical, multiplex bead flow cytometry, Alexa488-MEK5 | Mitogen-activated protein kinase kinase kinase 2 (Homo sapiens), Q9Y2U5 | Alexa488-MEK5 binding to MEKK2 WT; actives lie on both sides | binding response (% of control), % at 10 µM | actives 1.1% (n = 290,000); in the data active = binding response below about 67% or above about 130%
GalR3 antag: GalR3 antagonists in HEK293 cells, primary screen, cell-based, fluorescence readout; Galanin receptor type 3 (Homo sapiens), O60755; HEK293 GalR3-CNG cAMP membrane potential fluorescence; galR3 body fused to GalR1 C-terminus; inhibition, % at 3 µM; actives 0.44% (n = 360,000); AID 651719, 2012;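 active = inhibition above the screen-wide average plus 3 SD, cut at about 13% in these data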;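 also: forskolin and galanin both at EC90 stimulate the cells; cAMP rise reported by CNG channel membrane potential dye signal; 0% = forskolin plus galanin with DMSO and 100% = forskolin alone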
Target sequence (O60755 1-299 limits assumed): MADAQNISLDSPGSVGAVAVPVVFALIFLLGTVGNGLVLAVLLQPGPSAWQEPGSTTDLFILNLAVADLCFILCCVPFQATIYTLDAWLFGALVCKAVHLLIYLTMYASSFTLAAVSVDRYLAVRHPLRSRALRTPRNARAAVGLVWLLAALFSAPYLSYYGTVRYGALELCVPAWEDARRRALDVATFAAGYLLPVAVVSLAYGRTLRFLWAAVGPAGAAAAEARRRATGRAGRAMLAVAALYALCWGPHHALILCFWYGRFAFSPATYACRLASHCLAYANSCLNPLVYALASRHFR
UBC9 SUMO inh: inhibitors of in vitro SUMOylation cascade, primary screen, biochemical, HTRF, uHTS. SUMO-conjugating enzyme UBC9 (Homo sapiens), P63279. HTRF SUMOylation assay, SAE1/SAE2 + UBC9. inhibition, % at 35 µM. actives 0.36% (n = 290,000). AID 2006, 2009; in the data active = inhibition above about 50%, passing the limit was not always enough; also: strong numbers were not always called active
Target sequence (P63279 whole entry, looked up): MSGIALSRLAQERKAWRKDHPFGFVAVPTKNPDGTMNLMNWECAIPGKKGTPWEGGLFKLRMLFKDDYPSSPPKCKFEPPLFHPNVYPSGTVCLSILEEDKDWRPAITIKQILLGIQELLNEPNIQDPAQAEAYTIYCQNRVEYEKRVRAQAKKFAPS
FID counter: compounds displacing fluorescent DNA intercalator, primary screen, artefact control for HCV NS3 helicase inhibitor project, biochemical, FID fluorescence. DNA fluorescent intercalator displacement. inhibition, % at 7.9 µM. actives 0.17% (n = 290,000). AID 1845, 2009; in the data active = inhibition above about 37%;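 also: 0% = vehicle and 100% = reference compound; higher means more ethidium bromide displaced from hairpin DNA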
Starred values were filed as active, the others as inactive; . = not tested or not shown; & = joins results of further samples. Not all compounds are listed; rates above refer to the full screens.

SMILES	MEKK3 PB1 HTS	CRFBP-R2 block	CRFBP-R2 agonist	MEKK2 mut-MEK5	NS3 helicase inh	MEKK2wt PB1 HTS	GalR3 antag	UBC9 SUMO inh	FID counter
COc1cccc(CN(CC2CCCO2)S(=O)(=O)c2ccc(-n3cnnn3)c(OC)c2)c1 (centres undefined)	104	-6	0.5	3	1	99	-2	-4	-6
COc1cccc(C2=NN(C(C)=O)C(c3cccs3)C2)c1 (centres undefined)	107	21	-1.3	8	-8	102	-2	14	-25
COc1ccc(CCn2c(N)c(S(=O)(=O)c3cccs3)c3nc4ccccc4nc32)cc1OC	115&97	11	-2.7	-3&-3	-24	103&98	-1	-30	-18
COc1ccc(/C=C(\NC(=O)c2ccccc2)C(=O)N2CCCCC2)cc1OC	99	-2	-3.0	1	-7	100	-6	7	-30
COc1ccccc1S(=O)(=O)Nc1cc(S(=O)(=O)N2CCCCC2)ccc1N1CCOCC1	94	-5	-1.3	-10	0	85	-6	20	-3
O=C(O)c1ccc(Nc2ncnc3ccccc23)cc1	105	1	0.2	5	5	108	-9	2	6
COC(=O)c1ccccc1NC(=O)CSc1nnnn1CC(=O)O	102	10	-1.6	-5	-6	99	-8	-3	-5
COc1ccc(N/C=C\C(=O)c2ccc3ccccc3c2)cc1	104	12	1.6	9	9	99	-10	16	-1
CC(=O)Nc1cccc(NC(=O)C2CC(=O)N(C3CCCCC3)C2)c1 (centres undefined)	102	-15	1.7	2	13	103	1	7	-14
CC1(c2ccc3ccccc3c2)NC(=O)N(CC(=O)N2CCN(S(=O)(=O)c3ccccc3F)CC2)C1=O (centres undefined)	105	-7	2.0	8	-27	108	-1	-7	-42
Cc1ccc2nc(N3CCN(C(=O)CCCC(=O)O)CC3)nc(-c3ccccc3)c2c1	110	-8	5.7	8	-12	108	-11	32	-40
O=C(CSCc1cccc(Cl)c1)N1CCN(Cc2ccc3c(c2)OCO3)CC1	103	-5	0.5	4	-12	103	-3	-23	-20
C=CCOC(=O)C1=C(C)NC(=S)NC1/C=C/c1ccccc1 (centres undefined)	99	3	-3.7	3	-3	103	8	-2	-15
CN1CCN(C(c2ccc(F)cc2)c2nnnn2Cc2cccs2)CC1 (centres undefined)	112	-9	0.9	8	-2	114	-2	17	7
CC1CN(CC(=O)Nc2nc3ccccc3s2)CC(C)O1 (centres undefined)	106	4	-1.8	14	2	115	-5	13	-6
O=C(Nc1ccc(N2CCCCC2)cc1)c1cccnc1Cl	108	14	-0.3	5	3	111	1	11	-3
O=C1CN(/N=C/c2ccc([N+](=O)[O-])o2)C(=O)N1	90	13	1.3	2	3	98	.	23	2
CN(Cc1nc2ccccc2c(=O)[nH]1)Cc1nc2ccsc2c(=O)[nH]1	.	-7	1.1	.	-6	.	-4	-50	-7
CCC(CC)NC(=O)/C=C/c1cccc([N+](=O)[O-])c1	97	29	-3.3	-1	1	104	-2	8	1
Cc1ccc(OCCNS(=O)(=O)c2ccc(N3CCCC3=O)cc2)cc1	93	20	-2.4	4	-4	99	-6	4	-12
Cc1cc(-n2c(SCCC#N)nnc2-c2cccnc2)ccc1Cl	103	-5	1.0	3	12	104	-1	7	-6
N=C1C(c2nc3ccccc3[nH]2)=C(O)CN1NC(=O)COc1cccc(F)c1	100	.	.	-1	-2	100	.	2	-6
Cc1ccnc(NS(=O)(=O)c2ccc(NC(=O)C3COc4ccccc4O3)cc2)n1 (centres undefined)	102	-17	1.2	-2	7	105	-2	1	-33
Cc1nc2ccccc2c(=O)n1CCCO	98	0	0.9	3	9	94	-1	0	2
CC(=O)c1ccc(N=Nc2ccc(N)cc2)cc1	97	4	-0.9	-3	-9	98	-2	15	1
CCC(C)NC(=O)CCc1c(C)nc2c(c(C)nn2-c2ccccc2)c1C (centres undefined)	103	-9	-2.4	6	-13	104	-6	16	-29
COCCn1nnnc1C(c1ccccc1OC)N1CCN(c2ccccc2F)CC1 (centres undefined)	107	-11	-2.0	8	-7	104	-1	-10	-27
COc1cccc(CN=c2c([N+](=O)[O-])nn(-c3ccccc3C)n2O)c1	99	2	-1.3	5	-6	104	1	-6	-1
C/C(=N\NC(=O)CNC(=O)c1ccncc1)c1ccc(C)cc1	89	17	-0.3	-12	7	93	0	-17	-7
COc1ccc(C)cc1NC(=O)c1c([N+](=O)[O-])cnn1C	105	6	-2.4	6	3	103	-8	8	-3
CC(C)c1ccccc1NC(=O)COC(=O)Cc1ccsc1	98	-6	0.2	6	-3	99	-5	-12	-9
CCCOc1ccc(C(=O)NC(=S)NNC(=O)c2c(-c3ccccc3)noc2C)cc1	61	-15	145*	-20	3	60	6	-96	-11
O=C(CCc1nc2ccccc2n1-c1ccccc1)NCCO	103	12	-3.2	-1	10	97	2	2	-20
COc1ccc(C(=O)N2CCCCCC2)cc1S(=O)(=O)N1CCOCC1	102	-6	4.9	0	3	99	-7	17	-11
COC(/C=C/Nc1ccc(Br)cc1)=C(C#N)C#N	87	19	-1.2	-5	0	92	-2	-3	-5
COc1ccccc1/C=C1\Cc2ccccc2C1=O	92	35	-1.2	-1	4	99	-10	14	-10

Compound profiles (already shown). Values in the order: MEKK3 PB1 HTS | CRFBP-R2 block | CRFBP-R2 agonist | MEKK2 mut-MEK5 | NS3 helicase inh | MEKK2wt PB1 HTS | GalR3 antag | UBC9 SUMO inh | FID counter
Results for `CCCOc1ccc(C(=O)NC(=S)NNC(=O)c2c(-c3ccccc3)noc2C)cc1` : 61 | -15 | 145* | -20 | 3 | 60 | 6 | -96 | -11
Results for `O=C(CCc1nc2ccccc2n1-c1ccccc1)NCCO` : 103 | 12 | -3.2 | -1 | 10 | 97 | 2 | 2 | -20
Results for `CC(=O)c1ccc(N=Nc2ccc(N)cc2)cc1` : 97 | 4 | -0.9 | -3 | -9 | 98 | -2 | 15 | 1
Results for `CC(C)c1ccccc1NC(=O)COC(=O)Cc1ccsc1` : 98 | -6 | 0.2 | 6 | -3 | 99 | -5 | -12 | -9
Results for `COc1ccc(C)cc1NC(=O)c1c([N+](=O)[O-])cnn1C` : 105 | 6 | -2.4 | 6 | 3 | 103 | -8 | 8 | -3

More results follow:
SMILES	MEKK3 PB1 HTS	CRFBP-R2 block	CRFBP-R2 agonist	MEKK2 mut-MEK5	NS3 helicase inh	MEKK2wt PB1 HTS	GalR3 antag	UBC9 SUMO inh	FID counter
c1coc(CNc2ncnc3[nH]ncc23)c1	106	3	1.7	-5	6	94	-6	2	1
C/C(N)=C(\C#N)C(=O)NCCc1ccccn1	93	-3	0.5	1	-6	100	-2	-1	4
Cc1nnc(SCCn2c(N3CCCCC3)nc3c2c(=O)n(C)c(=O)n3C)s1	99	5	-1.3	-1	-7	94	-2	.	-20
O=C(Nc1nc2ccccc2[nH]1)C1CCCO1 (centres undefined)	101	4	-4.0	-3	0	102	-3	24	2
O=C(Nc1sc2c(c1C(=O)O)CCCCC2)c1ccccc1F	103	24	-0.3	-2	31	97	1	15	-19
COc1cc(C(=O)N2CCN(C(=O)c3cccc4ccccc34)CC2)cc(OC)c1OC	105	-6	-0.8	5	-4	107	-9	16	-29
CCOC(=O)C1(Cc2ccccc2C)CCCN(C(=O)c2ccc(COC)o2)C1 (centres undefined)	101	-3	-1.6	5	2	105	5	-19	-43
Cc1ccc(NC(=O)Nc2cnc3ccccc3c2)cc1	113	5	-0.8	1	2	104	0	15	-1
O=C(CN1CCc2ccccc2C1)Nc1cc(S(=O)(=O)N2CCOCC2)ccc1N1CCOCC1	116	21	-6.0	2	6	99	-2	0	-1
COCc1cc(C)nc2sc(C(=O)OC(C)C)c(N)c12	105	34	-4.8	4	-5	104	2	3	-9
Oc1ccccc1CN1CCN(C(O)(c2ccccc2)c2ccccc2)CC1	104	-14	0.9	7	-39	111	1	4	8
COc1ccc(C(C)(C)C)cc1NC(=O)c1ccc2c(c1)SC1=NS(=O)(=O)CCN12	105	8	-1.1	3	-2	102	-5	16	-3
N#CC1=C(N)Oc2cc(N)ccc2C1c1ccc(Cl)cc1 (centres undefined)	100	-25	0.5	1	-12	100	-7	-12	2
O=C(Cc1ccc(F)cc1)NCCc1ccccc1	95	3	-0.3	0	3	98	-4	-2	2
Cc1nnn(-c2nonc2N)c1C(=O)N/N=C/c1cccc2ccccc12	89	26	-0.7	-3	-3	91	-3	26	5
Cc1ccc(C(=O)CNc2nc3c(c(=O)[nH]c(=O)n3C)n2Cc2ccccc2)cc1	104	2	0.4	7	1	103	1	6	4
CS(=O)(=O)c1ccc2nc(NC(=O)C3CC(=O)N(c4ccccc4)C3)sc2c1 (centres undefined)	103	4	0.2	6	-4	104	-6	15	-17
COc1cc(CNC(C)(C)CO)ccc1OCC(=O)Nc1ccc(Br)cc1	98	-15	1.0	-3	-18	102	-5	1	14
O=C(CNS(=O)(=O)c1ccccc1)N1CCN(c2ccccc2)CC1	100	3	-0.9	0	-7	99	-7	8	-6
S=c1[nH]nc(-c2ccncc2)n1/N=C/c1cn(-c2ccccc2)nc1-c1ccccc1	104	-78	-1.6	2	15	107	4	-12	-6
O=C(Nc1ccc2ccccc2c1)c1ccc(Cl)cc1Cl	94	6	1.0	-3	0	96	-9	17	-2
CCCCNC(=O)O[C@H]1C[C@@H]2CCN3C(=O)CCC[C@H]([C@H]1Cc1ccccc1)[C@H]23	98	2	-2.2	-4	-5	94	-6	4	-38
Cc1ccc(CCNC(=O)C2CCN(c3nn4c(=O)cc(C)nc4s3)CC2)cc1	92	3	0.5	-7	0	97	-1	-1	-27
CCCC(=O)NCCCCNC(=O)CCC	106	9	-0.9	3	9	103	-1	12	-3
Cc1ccc2cccc(Oc3ncnc4sc(C)c(C)c34)c2n1	112	-11	1.5	5	8	111	-3	-17	-12
Cc1cc(C)nc(NC(=O)C(C)N2C(=O)c3ccccc3C2=O)n1 (centres undefined)	95	6	0.3	0	-2	96	-1	-7	-2
C#CCn1cc(/C=N/Nc2nc3ccccc3[nH]2)c2ccccc21	102	-66	0.1	2	-21	105	-14	-69	6
Cc1cc(C(F)(F)F)n2nc(-c3cnn(C)c3C(F)(F)F)c(Br)c2n1	104	5	1.2	6	-2	108	0	3	-6
Cc1cccc(NC(=O)CN2C(=O)NC(C)(c3ccc4c(c3)OCO4)C2=O)c1 (centres undefined)	98	-5	-2.4	-5	-19	91	0	-5	-6
O=C(NNC(=O)c1cccnc1)c1ccncc1	104	2	0.6	1	5	102	-6	0	-2
CCOc1ccc(-c2nnn(CC(=O)N3CCCC(C)C3)n2)cc1 (centres undefined)	100	-8	0.3	0	3	101	-2	-4	-23
Cn1c(=O)c(=O)n(C)c2cc(S(=O)(=O)NCCOc3ccccc3Cl)ccc21	94	13	-0.2	-10	-3	90	-3	9	1
